Screening data from PubChem.
Arr AP2 block: blocks beta-arrestin peptide binding to AP2 adaptin; FITC-arrestin peptide / GST-AP2 beads, flow cytometry; AP2 beta2 appendage carries R879A mutation; hit rate 0.31% among 340,000; AID 504490; inhibition, % at 10 µM;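 active = inhibition above a set limit, near 3 SD of compounds lacking own fluorescence, cut at about 54% in these data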;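 note: plate controls were DMSO wells for no effect and 5 µM unlabelled arrestin peptide for full effect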
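system = GST-tagged AP2 beta2-adaptin appendage (R879A) on 4 µm glutathione beads | reagent = FITC-labelled arrestin peptide probe, 50 nM final | schedule = compound with beads 12 min RT, then probe 1 h RT | signal = HyperCyt-sampled flow cytometry, FL1 channel, ex 488/em 535 nm | read-out = percent response from loss of bead-bound FITC fluorescence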
RTF Ca sens inh: cardiac RTF calcium desensitization; hit rate 0.12% among 340,000; IANBD-labeled cardiac RTF, Ca2+ fluorescence; inhibition, % at 7.15 µM; P19429+P45379;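 active = inhibition above the mean inhibition of all tested compounds plus 3 SD, cut at about 17% in these data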;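 note: assay run at fixed EC70 calcium of 1.6 mM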
Pemphigus Ab inh: inhibitors of pemphigus antibody binding to human desmoglein-3. P32926. binding (percent of control), % at 10 µM. AID 588358. hit rate 0.48% among 310,000. DSG3-coupled beads, scFv-anti-DSG3-GFP binding, flow cytometry; hits give low values;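 active = binding more than 3 SD below its plate's average and above zero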;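 note: hits lower antibody fragment binding to DSG3; some compounds called inactive have numbers as strong as hits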
DAGLB inh: diacylglycerol lipase beta (human) inhibition; Q8NCG7; HEK293T DAGLB membrane lysate, EnzChek fluorogenic substrate; inhibition, % at 5.17 µM; hit rate 0.059% among 340,000; AID 504411; in the data active = inhibition above about 34%;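 note: 0% = enzyme with vehicle and 100% = wells lacking enzyme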
NSD2 inh: NSD2 (human) methyltransferase inhibition. O96028. NSD2 peptide methylation, AlphaScreen, 120 min. inhibition, % at 12.5 µM. hit rate 0.54% among 310,000. AID 743445; in the data active = inhibition above about 50%
V-ATPase pH: alters yeast V-ATPase proton transport; S. cerevisiae, pHLuorin cytosolic pH fluorescence; response, % at 10 µM; hit rate 0.37% among 350,000; in the data active = response mostly above about 7.3%, no sharp cut-off; inactive = mostly below about 5.4%; note: actives read high; inactives centre near 0; some compounds called inactive have numbers as strong as hits; reference of the scale not given here
C-LANA FP: inhibitors of KSHV LANA C-terminal domain DNA binding | MBP-C-LANA/FAM-LBS DNA binding, fluorescence polarization | hit rate 0.078% among 340,000 | inhibition, % at 9 µM;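 active = highest replicate inhibition at or above 60% at 9 µM, even if other replicates fall short; inactive = all replicates below 60% inhibition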;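 note: 0% = neutral control wells and 100% = 4 µM acridine orange control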
CAL PDZ FP-1: inhibitors of human CAL PDZ peptide binding; Q9HD26; purified CAL PDZ, TMR-peptide fluorescence polarization, 1 h; inhibition, % at 24.9 µM; hit rate 0.92% among 300,000; AID 602252;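 active = mean inhibition of at least 30% with at least half of replicates also reaching 30%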;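 note: 0% = DMSO neutral control and 100% = excess unlabeled competitor peptide PRC23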
CAL PDZ FP-2: inhibitors of human CAL PDZ peptide binding; AID 504414; hit rate 0.02% among 330,000; inhibition, % at 20 µM; purified CAL PDZ, TMR-peptide fluorescence polarization, 1 h; Q9HD26;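 active = highest replicate inhibition of at least 40%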;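 note: plate controls were DMSO neutral control wells for no effect and unlabeled competitor peptide control wells for full effect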
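System: tagged CAL PDZ domain. Schedule: 1 h room-temperature incubation prior to read. Signal: fluorescence polarization (mP). Measure: percent inhibition from loss of millipolarization.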
Keap1 Nrf2 FP: disrupts human Keap1 binding to Nrf2 peptide; inhibition, % at 9.4 µM; Q14145; Keap1 Kelch-Nrf2 peptide fluorescence polarization, 1536-well; hit rate 0.15% among 340,000; AID 504523; in the data active = inhibition above about 12%;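 note: human Keap1 Kelch domain with fluorescein labeled Nrf2 9mer peptide probe; 0% = neutral control wells and 100% = peptide positive control; higher means more block of Keap1 binding to Nrf2 peptide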
Target sequence (Q14145 whole entry, looked up, the tested form may be a part): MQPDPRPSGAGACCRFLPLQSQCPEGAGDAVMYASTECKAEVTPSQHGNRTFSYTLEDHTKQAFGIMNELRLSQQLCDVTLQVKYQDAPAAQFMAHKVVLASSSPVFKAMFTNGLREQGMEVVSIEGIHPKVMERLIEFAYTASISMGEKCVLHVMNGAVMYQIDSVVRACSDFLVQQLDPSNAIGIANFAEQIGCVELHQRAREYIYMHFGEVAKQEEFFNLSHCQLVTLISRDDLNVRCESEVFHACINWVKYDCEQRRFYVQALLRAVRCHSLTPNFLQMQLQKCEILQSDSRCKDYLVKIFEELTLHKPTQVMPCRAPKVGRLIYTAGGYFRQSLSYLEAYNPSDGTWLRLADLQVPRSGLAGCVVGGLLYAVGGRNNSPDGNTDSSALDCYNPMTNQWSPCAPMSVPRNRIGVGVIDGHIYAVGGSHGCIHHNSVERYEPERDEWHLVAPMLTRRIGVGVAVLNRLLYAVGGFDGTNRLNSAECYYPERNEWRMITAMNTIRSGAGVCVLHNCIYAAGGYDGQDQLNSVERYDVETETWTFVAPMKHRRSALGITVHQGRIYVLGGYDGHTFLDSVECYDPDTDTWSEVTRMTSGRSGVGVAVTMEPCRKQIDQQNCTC
* marks the source's active call; other numbers are inactive results. The list is partial. The share of hits here may be higher or lower than overall.

For CCOc1ncccc1C(=O)Nc1cc(S(=O)(=O)N(CC)CC)ccc1N1CCOCC1 the results were Arr AP2 block 7, RTF Ca sens inh 0, Pemphigus Ab inh 108, DAGLB inh -8, V-ATPase pH -2, C-LANA FP 1.0, CAL PDZ FP-1 3, CAL PDZ FP-2 0.5 and Keap1 Nrf2 FP -4.
Screening COc1ccc(CN2CCN(Cc3ccc(Br)cc3)CC2)c(OC)c1OC returned Arr AP2 block -5, RTF Ca sens inh -14, Pemphigus Ab inh 112, DAGLB inh -1, NSD2 inh 4, V-ATPase pH -1, C-LANA FP -1.0, CAL PDZ FP-1 -6, CAL PDZ FP-2 0.9 and Keap1 Nrf2 FP -2.
For Cc1nc(/N=C(\N)N(C)C)[nH]c(=O)c1C the results were Arr AP2 block 12, RTF Ca sens inh -4, Pemphigus Ab inh 94, DAGLB inh 1, NSD2 inh 1, V-ATPase pH -1, C-LANA FP -0.7, CAL PDZ FP-1 -4, CAL PDZ FP-2 -0.8 and Keap1 Nrf2 FP 0.
Screening CCn1c(SCc2cccnc2)nnc1-c1c[nH]c2ccccc12 returned Arr AP2 block -10, RTF Ca sens inh -6, Pemphigus Ab inh 93, DAGLB inh 2, V-ATPase pH 0, C-LANA FP 0.7, CAL PDZ FP-1 -6, CAL PDZ FP-2 -0.2 and Keap1 Nrf2 FP 1.
Cc1ccc(O)c(CCc2ccc(O)cc2)n1 was read as Arr AP2 block 41, RTF Ca sens inh 1, Pemphigus Ab inh 82, DAGLB inh -3, NSD2 inh 1, V-ATPase pH 0, C-LANA FP -0.4, CAL PDZ FP-2 -0.3 and Keap1 Nrf2 FP 2.
Screening NC(=S)N=Nc1c(O)n(Cc2ccc(F)cc2)c2ccccc12 returned Arr AP2 block 1, RTF Ca sens inh -2, Pemphigus Ab inh 96, DAGLB inh 5, NSD2 inh -1, V-ATPase pH -3, C-LANA FP 0.6, CAL PDZ FP-1 -2, CAL PDZ FP-2 -3.0 and Keap1 Nrf2 FP 0.
Screening COc1ccc(CC(=O)OCC(=O)Nc2cc(Cl)ccc2C)cc1 returned Arr AP2 block 9, RTF Ca sens inh -5, Pemphigus Ab inh 89, DAGLB inh -4, NSD2 inh 1, V-ATPase pH 6, C-LANA FP 4.9, CAL PDZ FP-1 -5, CAL PDZ FP-2 -1.5 and Keap1 Nrf2 FP -4.
For CC(C)NC(=O)NC(=O)COC(=O)c1cc(S(=O)(=O)N2CCCCC2)ccc1N1CCOCC1 the results were Arr AP2 block 7, RTF Ca sens inh 9, Pemphigus Ab inh 112, DAGLB inh 0, NSD2 inh -3, V-ATPase pH 4, C-LANA FP 0.3, CAL PDZ FP-1 -1, CAL PDZ FP-2 -1.4 and Keap1 Nrf2 FP -2.
Screening Cn1c(CCc2nc3ccccc3[nH]2)nnc1SCC#N returned Arr AP2 block -20, RTF Ca sens inh -2, Pemphigus Ab inh 128, DAGLB inh 0, NSD2 inh 0, V-ATPase pH -3, C-LANA FP -0.8, CAL PDZ FP-1 -2, CAL PDZ FP-2 -0.2 and Keap1 Nrf2 FP -2.
For COc1ccc2cc(CN(CC3CCCO3)C(=O)Nc3ccccc3OC)c(=O)[nH]c2c1 (configuration not stated) the results were Arr AP2 block -13, RTF Ca sens inh -1, Pemphigus Ab inh 95, DAGLB inh 2, NSD2 inh 0, V-ATPase pH -3, C-LANA FP -2.3, CAL PDZ FP-1 -1, CAL PDZ FP-2 -3.6 and Keap1 Nrf2 FP -4.

Brought forward from above: 2 compounds, followed by the next part.
Screening Cn1c(CCc2nc3ccccc3[nH]2)nnc1SCC#N returned Arr AP2 block -20, RTF Ca sens inh -2, Pemphigus Ab inh 128, DAGLB inh 0, NSD2 inh 0, V-ATPase pH -3, C-LANA FP -0.8, CAL PDZ FP-1 -2, CAL PDZ FP-2 -0.2 and Keap1 Nrf2 FP -2.
For COc1ccc2cc(CN(CC3CCCO3)C(=O)Nc3ccccc3OC)c(=O)[nH]c2c1 (configuration not stated) the results were Arr AP2 block -13, RTF Ca sens inh -1, Pemphigus Ab inh 95, DAGLB inh 2, NSD2 inh 0, V-ATPase pH -3, C-LANA FP -2.3, CAL PDZ FP-1 -1, CAL PDZ FP-2 -3.6 and Keap1 Nrf2 FP -4.
`Cc1ccc(C(=O)NNC(=O)c2ccccc2)cc1S(=O)(=O)N1CCCCC1` gave Arr AP2 block -1, RTF Ca sens inh -3, Pemphigus Ab inh 109, DAGLB inh -2, NSD2 inh 1, V-ATPase pH 1, C-LANA FP 1.5, CAL PDZ FP-1 -1, CAL PDZ FP-2 -0.7 and Keap1 Nrf2 FP 2.
`C=CC[C@@H](CC(=O)OC(C)(C)C)C(=O)OC[C@H]1CCCN1C(=O)[C@@H](CC=C)CC(=O)N(CCO)Cc1ccccc1` gave Arr AP2 block -2, RTF Ca sens inh 3, Pemphigus Ab inh 107, DAGLB inh -5, V-ATPase pH -11, C-LANA FP 0.9, CAL PDZ FP-1 1, CAL PDZ FP-2 -1.7 and Keap1 Nrf2 FP -4.
Screening O=C(CSc1nnc2ccccn12)N1CCOCC1 returned Arr AP2 block 2, RTF Ca sens inh -7, Pemphigus Ab inh 104, DAGLB inh 1, NSD2 inh -3, V-ATPase pH -4, C-LANA FP 1.1, CAL PDZ FP-1 10 and Keap1 Nrf2 FP -2.
Screening CS(=O)(=O)N1CCCC(C(=O)Nc2c(F)cccc2F)C1 (configuration not stated) returned Arr AP2 block -1, RTF Ca sens inh 0, Pemphigus Ab inh 107, DAGLB inh 2, NSD2 inh 2, V-ATPase pH -6, C-LANA FP 3.3, CAL PDZ FP-1 -1, CAL PDZ FP-2 0.7 and Keap1 Nrf2 FP 0.
For COc1ccc(C2SCC(=O)N2c2ccc(OC)cc2)cc1 (configuration not stated) the results were Arr AP2 block 16, RTF Ca sens inh -4, Pemphigus Ab inh 95, DAGLB inh -2, NSD2 inh 0, V-ATPase pH -1, C-LANA FP -1.5, CAL PDZ FP-1 -4, CAL PDZ FP-2 -2.2 and Keap1 Nrf2 FP -6.
For C=CCn1c(SCc2nc3ccccc3[nH]2)nnc1-c1ccccn1 the results were Arr AP2 block -4, RTF Ca sens inh 2, Pemphigus Ab inh 95, DAGLB inh 1, NSD2 inh 0, V-ATPase pH 0, C-LANA FP 2.7, CAL PDZ FP-1 -3, CAL PDZ FP-2 -0.4 and Keap1 Nrf2 FP 2.
`CC(C)CCNC1=CC(=O)CC(c2ccccc2)C1` (configuration not stated) gave Arr AP2 block -2, RTF Ca sens inh -7, Pemphigus Ab inh 109, DAGLB inh 0, NSD2 inh 16, V-ATPase pH -2, C-LANA FP -2.4, CAL PDZ FP-1 -1, CAL PDZ FP-2 -3.0 and Keap1 Nrf2 FP 6.
Screening O=C1N(Cc2ccc(F)cc2Cl)c2ccccc2C12OCCCO2 returned Arr AP2 block -3, RTF Ca sens inh -6, Pemphigus Ab inh 110, DAGLB inh -5, NSD2 inh -2, V-ATPase pH 0, C-LANA FP -1.2, CAL PDZ FP-2 -2.3 and Keap1 Nrf2 FP -3.
`N#Cc1ccc(S(=O)(=O)N2CCC(C(=O)Nc3cccc(C(=O)NC4CC4)c3)CC2)cc1` gave Arr AP2 block -8, RTF Ca sens inh -5, Pemphigus Ab inh 105, DAGLB inh 1, NSD2 inh -2, V-ATPase pH 3, C-LANA FP 0.6, CAL PDZ FP-2 -0.8 and Keap1 Nrf2 FP -2.
For CCN(CCO)Cc1csc2ccccc12 the results were Arr AP2 block -3, RTF Ca sens inh 9, Pemphigus Ab inh 95, DAGLB inh 1, NSD2 inh 0, V-ATPase pH 3, C-LANA FP -0.3, CAL PDZ FP-2 0.2 and Keap1 Nrf2 FP -3.
CCCCNC(=O)c1ccccc1SCC(=O)NC1CCCCCCC1 was read as Arr AP2 block -2, RTF Ca sens inh -3, DAGLB inh -3, NSD2 inh 7, V-ATPase pH 3, C-LANA FP -1.0, CAL PDZ FP-1 -1, CAL PDZ FP-2 -0.1 and Keap1 Nrf2 FP 1.
For Cc1ccc(C)c(N2CCN(CC(=O)Nc3ccc4[nH]c(=O)[nH]c4c3)CC2)c1 the results were Arr AP2 block 0, RTF Ca sens inh -8, Pemphigus Ab inh 100, DAGLB inh -1, V-ATPase pH 0, C-LANA FP 1.9, CAL PDZ FP-1 -1, CAL PDZ FP-2 0.3 and Keap1 Nrf2 FP -8.
Cc1nc(-c2ccccc2)sc1-c1nnc(C2CC2)o1 was read as Arr AP2 block -5, RTF Ca sens inh -9, Pemphigus Ab inh 109, DAGLB inh -4, NSD2 inh -11, V-ATPase pH 2, C-LANA FP -0.3, CAL PDZ FP-1 -2, CAL PDZ FP-2 -0.4 and Keap1 Nrf2 FP 0.
`Cc1ccc2nc(SCC(=O)N(C)C3CCS(=O)(=O)C3)[nH]c2c1` (configuration not stated) gave Arr AP2 block 24, RTF Ca sens inh -4, Pemphigus Ab inh 101, DAGLB inh 1, NSD2 inh -19, V-ATPase pH 9, C-LANA FP -1.0, CAL PDZ FP-1 -4, CAL PDZ FP-2 0.2 and Keap1 Nrf2 FP 4.
CC(=O)c1ccc(N2CCN(C(=O)c3ccc4c(=O)n(-c5ccccc5)c(=O)[nH]c4c3)CC2)cc1 was read as Arr AP2 block 12, RTF Ca sens inh -3, Pemphigus Ab inh 102, DAGLB inh 1, NSD2 inh -1, V-ATPase pH 7, C-LANA FP -2.4, CAL PDZ FP-2 -1.1 and Keap1 Nrf2 FP 1.
For CCOC(=O)N1CCC(N2CCN(c3cc(C)ccc3C)CC2)CC1 the results were Arr AP2 block -2, RTF Ca sens inh -7, Pemphigus Ab inh 102, DAGLB inh 4, NSD2 inh 3, V-ATPase pH -3, C-LANA FP -0.9, CAL PDZ FP-2 0.4 and Keap1 Nrf2 FP -6.
For O=C(CSc1nc2ccc(Nc3nc(N4CCOCC4)nc(N4CCOCC4)n3)cc2s1)N1CCOCC1 the results were Arr AP2 block 3, RTF Ca sens inh 4, DAGLB inh 2, NSD2 inh 0, V-ATPase pH 3, C-LANA FP -0.4, CAL PDZ FP-1 -4, CAL PDZ FP-2 -0.7 and Keap1 Nrf2 FP -3.
Screening CCn1c2ccccc2c2cc(NC(=O)COC(=O)c3ccccc3O)ccc21 returned Arr AP2 block -9, RTF Ca sens inh -1, Pemphigus Ab inh 88, DAGLB inh 4, NSD2 inh 0, V-ATPase pH -1, C-LANA FP 0.2, CAL PDZ FP-1 -6, CAL PDZ FP-2 -2.3 and Keap1 Nrf2 FP -3.
Screening COc1ccc(S(=O)(=O)N2CCOC2CNC(=O)C(=O)NCc2ccco2)cc1C (configuration not stated) returned Arr AP2 block -24, RTF Ca sens inh -2, Pemphigus Ab inh 98, DAGLB inh 1, NSD2 inh -3, V-ATPase pH 5, C-LANA FP -3.1, CAL PDZ FP-1 -5, CAL PDZ FP-2 -0.9 and Keap1 Nrf2 FP 0.
For CCC1OC23CCCCC2C(C#N)(C(=N)O3)C1(C#N)C#N (configuration not stated) the results were Arr AP2 block 5, RTF Ca sens inh -40, Pemphigus Ab inh 109, DAGLB inh 0, V-ATPase pH -1, C-LANA FP 55, CAL PDZ FP-1 1, CAL PDZ FP-2 0.1 and Keap1 Nrf2 FP 27*.
